# Mcl1-Noxa inh: Mcl-1/Noxa interaction inhibition | TR-FRET Mcl-1/Noxa peptide binding, 2 h | Q07820 | AID 1022 | actives 1.5% (n = 220,000) | inhibition, % at 21.7 µM;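 active = compounds that cut the protein-peptide binding signal by more than 50% relative to plate controls in a single-dose test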;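 note: His-tagged Mcl-1 with rhodamine Noxa BH3 peptide and terbium anti-His antibody; 0% = Mcl-1 plus Noxa peptide wells and 100% = peptide-only wells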
# Target sequence (Q07820 whole entry, looked up): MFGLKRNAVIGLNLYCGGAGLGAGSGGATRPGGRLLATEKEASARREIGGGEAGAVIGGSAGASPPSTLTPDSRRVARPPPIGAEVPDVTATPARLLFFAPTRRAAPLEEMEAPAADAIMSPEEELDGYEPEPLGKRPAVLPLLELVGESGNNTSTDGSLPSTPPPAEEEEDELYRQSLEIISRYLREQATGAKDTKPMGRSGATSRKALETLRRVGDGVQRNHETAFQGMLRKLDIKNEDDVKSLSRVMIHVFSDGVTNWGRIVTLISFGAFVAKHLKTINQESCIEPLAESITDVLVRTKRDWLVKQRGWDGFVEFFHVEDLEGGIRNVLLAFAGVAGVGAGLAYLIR
# Avidin bead fluor: avidin bead compound fluorescence profile; fluorescence (KMESF) at 10 µM; Avidin beads, compound fluorescence 488/530 nm, flow cytometry; hits give high values; actives 0.38% (n = 220,000); AID 1775; in the data active = fluorescence above about 47; note: inactives centre near 10
# Pf gametocyte: P. falciparum stage V gametocyte viability inhibition | P. falciparum stage V gametocytes, ATP luminescence, 24 h | inhibition, % at 10.9 µM | actives 0.065% (n = 150,000);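 active = inhibition above the mean plus 3 SD of compounds within the control limits, set per campaign, cut at about 38% in these data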;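 note: 0% = DMSO wells and 100% = medium only without gametocytes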
# * = called active by the depositor; & = joins results of further samples. Only part of the results is shown; the hit share may differ from the screen's.
no.	canonical_smiles	Mcl1-Noxa inh	Avidin bead fluor	Pf gametocyte
1	O=C(NC(=S)N1CCCCC1)c1csc([N+](=O)[O-])c1	11.5	8	-1.0
2	O=C(CN(Cc1ccco1)C(=O)CNS(=O)(=O)c1ccc(Cl)cc1)NCC1CCCO1 (centres undefined)	-16.9	6	14.7
3	Cc1ccc(/C=C/C(=O)O)cc1S(=O)(=O)Nc1ccc(C(=O)O)cc1	-25.3	8	-32.3
4	Cn1ncc(N=Cc2ccccc2[N+](=O)[O-])c1C(N)=O	7.7	5	15.5
5	COc1cccc(NC2=C(C#N)C(=O)NC(c3cccc(OC)c3O)S2)c1 (centres undefined)	13.6	6	12.6
6	CC(C)COc1ccc(C(=O)NC(Cc2c[nH]c3ccccc23)C(=O)NN)cc1 (centres undefined)	1.7	4	7.4
7	O=C(/C=C/c1ccc(Cl)c([N+](=O)[O-])c1)c1ccc(O)cc1	-1.2	6	2.5
8	CC(=O)c1ccc(NC(=O)C(Cc2ccccc2)n2cccc2)cc1 (centres undefined)	-15.2	8	19.3
9	CCOC(=O)c1cnc2c(C)cccc2c1Nc1cccc(C(=O)O)c1	-4.9	4	-11.8
10	O=S(=O)(Nc1cccc(-c2nnco2)c1)c1ccc(F)cc1F	15.6	7	5.3
11	CC(=O)NCC1(O)CCCC(C)C1 (centres undefined)	-11.3	8	8.8
12	O=C(Nc1ccc(S(=O)(=O)Nc2ncccn2)cc1)c1ccccc1NS(=O)(=O)c1ccc(Cl)cc1	14.7	9	0.8
13	CCOC(=O)C1(Cc2cccc(F)c2)CCN(C(=O)Cn2cnnn2)CC1	-8.4	6	4.7
14	Cc1ccc(C(=O)OCC(=O)Nc2ccc(S(N)(=O)=O)cc2)c(O)c1	2.7	3	2.4
15	O=C(CSc1ncnc2nc[nH]c12)c1ccc([N+](=O)[O-])cc1	-16.1	6	-14.1
16	Brc1ccc2ncnc(NCc3cccnc3)c2c1	7.4	7	-8.5
17	Cc1ccc(-c2nc3c(c(=O)c4ccccc4n3C)c(=O)n2Cc2ccco2)cc1	-2.5	6	-9.6
18	COc1ccc2[nH]c(C(=O)NCCN3CCOCC3)cc2c1	12.8	7	-0.8
19	CCOC(=O)c1c(NC(=S)N2CCOCC2)sc2c1CCN(C(=O)OCC)C2	21.6	8	13.3
20	Cc1ccc(C(C)C)c(OCc2ccc(C(=O)N/N=C/c3ccc(C(=O)O)cc3)cc2)c1	50.0	7	23.1
21	CCOC(=O)c1c(C)n(C)c2cc([N+](=O)[O-])c(O)c([N+](=O)[O-])c12	20.4	6	-2.9
22	O=C1COc2ccc(C(=O)COc3ccc([N+](=O)[O-])cc3)cc2N1	31.4	5	-5.8
23	NC(=O)CC(NC(=O)Cc1cccc2ccccc12)c1ccc(NCc2ccc(F)cc2)c([N+](=O)[O-])c1 (centres undefined)	6.2	9	4.4
24	COc1ccc(Nc2ccc(OC)cc2)cc1	33.2	5	-20.2
25	O=C1CSC(=S)N1/N=C/c1cccnc1	-58.4	8	-19.4
26	CN(C)c1ccc(C(O)P(=O)(OC2CCCCC2)OC2CCCCC2)cc1 (centres undefined)	14.9	3	-9.9
27	O=C(NC(=S)Nc1ccc2oc(=O)ccc2c1)c1cc2ccccc2o1	13.1	28	9.0
28	Cc1ccc2nc(-c3cc(-c4ccccc4)no3)cn2c1	-29.9	7	3.1
29	CCCCCCCc1n[nH]c(=S)n1Cc1ccccc1	7.0	6	10.4
30	O=c1c2ccccc2nc2n1CCS2(=O)=O	17.6	9	-0.4
31	Cc1ccc(C(=O)NN2C(=O)C3C4C=CC([C@@H]3C2=O)C42CC2)cc1 (some centres undefined)	0.9	23	5.4
32	O=C(O)Cc1csc(-c2cccc(Oc3ccccc3)c2)n1	-9.5&-2.3	3&6	-3.2&7.3
33	Cn1nc(C(=O)Nc2ccc(S(=O)(=O)NCc3ccco3)cc2)c2ccccc2c1=O	-2.2	6	9.7
34	CCOC(=O)c1cc(-c2csc(Nc3ccccc3Cl)n2)on1	-2.2	11	8.1
35	O=C(c1ccccc1)c1ccc2c(c1)OCCOCCOCCO2	-0.1	8	7.1
36	O=C(OCCOc1ccccc1)c1n[nH]c2ccccc12	-3.0	7	-8.8
37	CC(C)c1nc(SCC(=O)c2c[nH]c3ccccc23)n[nH]1	16.5	6	-0.4
38	CCOC(=O)c1c(NC(=S)N2CCCCC2)sc2c1CCN(C(=O)OCC)C2	4.0	6	3.6
39	Cc1ccc([N+](=O)[O-])cc1NC(=O)/C=C/C(=O)O	-6.6	8	12.6
40	O=C1NC(=S)N/C1=C\c1ccc(Oc2ccc(C(F)(F)F)cc2[N+](=O)[O-])c(Cl)c1	17.4	11	14.3
41	Cc1ccc(C(=O)NNC(=O)Cc2csc(-c3csc(C)n3)n2)cc1	-194.7	6	4.8
42	COC(=O)[C@@H]1C[C@H]2CC[C@H](O)C[C@H]2N1Cc1ccccc1OS(=O)(=O)c1ccc(C)cc1	-0.9	8	25.0
43	Cc1ccc2[nH]c3c(c2c1)CN(C(=O)CN1CCCCC1)CC3	12.5	7	-5.3
44	O=C(/C=C/c1cccs1)NC(=S)Nc1ccc(S(=O)(=O)Nc2ccccc2C(F)(F)F)cc1	10.1	5	14.5
45	O=C(NNS(=O)(=O)c1ccccc1)c1csc(-c2cccnc2)n1	10.2	3	11.8
46	Clc1ccccc1-c1nc2ccccc2[nH]1	-7.1	7	2.6
47	NNC(=S)Nc1ccc(C(F)(F)F)cc1Cl	-54.6	5	18.9
48	CC(=O)NCCc1nc2ccccc2n1CCOc1cccc(C)c1	3.7	5	-12.8
49	COc1cc(/C=N/NC(=O)C2COc3ccccc3O2)ccc1O (centres undefined)	3.7	4	-0.8
50	C/C(=N\Nc1cc(C)nc(NCc2ccccc2)n1)c1ccc([N+](=O)[O-])cc1	12.2	4	27.3
51	Cc1ccc(/C=C2\SC(=S)N(CCC(=O)NNC(=O)c3ccncc3)C2=O)cc1	13.6	6	-4.3
52	CC(C)(C)OC(=O)N1CCCN(C(=O)Nc2ccc(C(F)(F)F)cc2)CC1	-10.9	7	5.5
53	COC(=O)[C@@H]1C[C@@]2(O)[C@H](O)[C@H](O)[C@H](O)C[C@H]2N1C/C=C/c1ccccc1	-26.1	10	-38.1
54	O=C(O)CCC(=O)N1CN2CN(C(=O)CCC(=O)O)CC([N+](=O)[O-])(C2)C1	2.7	3	-0.4
55	Cc1cc(C(=O)N2CCN(c3ncccn3)CC2)nn1C	4.3	3	1.6
56	Cc1ccc(C(=O)N/N=C\c2ccc(-c3ccc(Cl)cc3)o2)cn1	15.1	10	-7.5
57	O=C(/C=C/c1ccco1)NCC1OCCc2ccccc21 (centres undefined)	62.0*	9	-2.2
58	COCCOc1cc2ncnc(N3CCC(C(=O)O)CC3)c2cc1OCCOC	1.1	5	-3.0
59	C[n+]1cccc2cccc([O-])c21	12.5	6	-24.5
60	CSc1sc(C(=O)NC(=O)NCc2cccnc2)c(C)c1-c1ccon1	-5.5	7	17.3

# Quoted at random: 6 records from the list, in no set order.
no.	canonical_smiles	Mcl1-Noxa inh	Avidin bead fluor	Pf gametocyte
29	CCCCCCCc1n[nH]c(=S)n1Cc1ccccc1	7.0	6	10.4
50	C/C(=N\Nc1cc(C)nc(NCc2ccccc2)n1)c1ccc([N+](=O)[O-])cc1	12.2	4	27.3
45	O=C(NNS(=O)(=O)c1ccccc1)c1csc(-c2cccnc2)n1	10.2	3	11.8
15	O=C(CSc1ncnc2nc[nH]c12)c1ccc([N+](=O)[O-])cc1	-16.1	6	-14.1
49	COc1cc(/C=N/NC(=O)C2COc3ccccc3O2)ccc1O (centres undefined)	3.7	4	-0.8
52	CC(C)(C)OC(=O)N1CCCN(C(=O)Nc2ccc(C(F)(F)F)cc2)CC1	-10.9	7	5.5

# (continued)
no.	canonical_smiles	Mcl1-Noxa inh	Avidin bead fluor	Pf gametocyte
61	NC(CO)C12CC3CC(CC(C3)C1)C2 (centres undefined)	-10.3	8	-9.1
62	Cn1c(=NC(=O)C(C)(C)C)sc2cccc(F)c21	14.0	5	-5.5
63	O=C(O)CC/C(=N/Nc1ccc([N+](=O)[O-])cc1)C(=O)O	13.5	8	5.9
64	CCOC(=O)c1c(C)[nH]c(N=Nc2cc(C(=O)O)cc(C(=O)O)c2)c1C	23.9	7	5.4
65	CCN(CC)c1ccc(S(=O)(=O)N2CCOCC2)cc1NC(=O)CN1CCN(Cc2ccccc2)CC1	10.9	11	-0.8
66	Cc1ccc(Cc2c(C)[nH]c(=S)[nH]c2=O)cc1	-10.0	7	-17.6
67	Cc1ccc(NC(=O)C[n+]2cc(-c3ccccc3)n3c2CCC3)c(C)c1	14.5	8	-4.5
68	O=C(COC(=O)c1ccco1)Nc1nc2ccc([N+](=O)[O-])cc2s1	22.9	5	1.6
69	NS(=O)(=O)c1ccc(-c2ccc(/C=N/NC(=O)c3ccc([N+](=O)[O-])cc3)o2)cc1	26.6	6	-15.6
70	O=S(=O)(c1cccs1)N1CN(C2CCCC2)c2nc3ccccc3nc21	17.3	4	0.5
71	Cc1ccc(-c2cc(-c3c(C)nn(C)c(=O)c3N)[nH]n2)cc1	3.0	9	-15.9
72	O=C(NCc1csc(-c2cccs2)n1)c1ccsc1	-7.3	3	-14.2
73	CCn1c(CSc2nnc(-c3ccncc3)n2C)nc2cc(C(=O)O)ccc21	7.5	8	2.0
74	COC(C[C@H](O)C[C@@H](O)[C@H](C)OCc1ccccc1)OC	3.2	17	-9.4
75	Cn1cc(/C=C2\SC(=S)N(N3CCOCC3)C2=O)c2ccccc21	6.1	5	8.8
76	Cc1nc(-c2noc(-c3ccc(Cl)cc3)n2)c(C(F)(F)F)o1	10.2	7	-25.1
77	CN(C(=O)Nc1cnccc1C(F)(F)F)C1CCCCC1	2.9	7	-12.4
78	CCOn1c(=O)c(=O)n(OC)c2ccccc21	25.6	7	0.1
79	CCc1nc2ccccc2c(C(=O)OCC(=O)NC(=O)c2cccn2C)c1C	0.6	4	-6.0
80	CNC(=S)N(Cc1ccc(Cl)cc1)Cc1cccs1	12.0	6	4.1
81	COc1ccc(NC(=O)C(Cc2ccccc2)n2cccc2)cc1OC (centres undefined)	1.1	7	-16.0
82	COc1ccc(OCC(=O)N/N=C(\C)c2cccs2)cc1	-16.6	6	15.2
83	Cc1c(Cl)cccc1NC(=S)N(CCN(C)C)C(C)c1ccco1 (centres undefined)	-12.0	10	9.2
84	Cc1ccc(Nc2c(-c3ccc(C)o3)nc3ncccn23)cc1	9.2	5	-7.4
85	S=C(NCCc1ccccc1)Nc1c(Cl)cccc1Cl	-10.5	7	-11.3
86	COc1ccc(NS(=O)(=O)c2cn(C)c(=O)n(C)c2=O)cc1	-37.3	8	2.0
87	CC(C)c1ccc(N)c(S(=O)(=O)O)c1	9.7	9	-12.6
88	Nc1c(C(=O)N/N=C/c2ccc(OCc3ccccc3)cc2)cnn1-c1ccccc1	-5.7	7	-17.5
89	O=C(O)CC(NNC(=O)c1ccccc1)C(=O)Nc1cccc([N+](=O)[O-])c1 (centres undefined)	1.6	8	-13.7
90	Cn1c(=O)c2c(nc(Br)n2C/C=N/NC(N)=S)n(C)c1=O	-3.4	3	-0.3
91	O=C(CSc1ccc(Cl)cc1)Nc1ccc(C2SCCS2)cc1	7.8	7	-1.7
92	CC(/C=N/NC(=O)c1nnn(-c2nonc2N)c1CN(C)C)=C\c1ccco1	13.2	8	-4.9
93	Cc1ccc(NC(=O)C2CCC(CNc3c(N4CCC(C)CC4)c(=O)c3=O)CC2)cc1F (centres undefined)	-4.9	9	18.0
94	CCc1nc(SCC(=O)c2ccccc2)c2c(=O)n(C)c(=O)n(C)c2n1	-11.3	7	16.8
95	CC1(C)SC(=S)N(/N=C/c2ccccc2O)C1N(O)C(=O)Nc1ccccc1 (centres undefined)	-2.8	5	-16.7
96	Cc1cc(C(=O)Cn2nc(C(=O)O)c3ccccc3c2=O)c(C)n1-c1cccc(C(F)(F)F)c1	16.2	8	11.4
97	CCOc1c(Br)cc(CNc2ccc(N3CCOCC3)cc2)cc1OC	8.9	7	11.9
98	Cc1cccc(N=C2NC(=O)/C(=C/c3cccn3C)S2)c1C	29.5	8	-19.0
99	Cc1ccc(S(=O)(=O)NN2C(=O)/C(=C/c3cccs3)SC2=S)cc1	-3.1	7	-1.8
100	CC(C)(C)CN1C(=O)C(=O)NC[C@@H]1Cc1ccc(O)cc1	10.1	7	-10.2
101	COc1ccc(NC(=O)c2nc[nH]c2C(=O)N[C@@H](C)c2ccccc2)cc1	-45.1	9	9.7
102	CN(Cc1ccccc1)c1ccc(C(CC(N)=O)NC(=O)Cc2ccc(Br)cc2)cc1[N+](=O)[O-] (centres undefined)	7.3	8	-9.5
103	N#CCn1cc(/C=N/NC(=O)c2cc3c(ccc4ccccc43)o2)c2ccccc21	-14.4	8	-24.1
104	O=C(O)c1ccc(/C=N/Nc2nc(N3CCCCC3)nc(N3CCCCC3)n2)cc1	-0.5	13	0.1
105	O=C(C1=NN[C@@H]2C(=O)N(Cc3ccccc3)C(=O)[C@H]12)c1ccc([N+](=O)[O-])cc1	-1.7	11	8.4
106	CC1(C)Cc2nc3sc4c(NCCO)ncnc4c3cc2CS1	0.5	8	-0.9
107	Cc1ccc(S(=O)(=O)Nc2csc(C)c2C(=O)O)cc1	54.2*	4	-3.4
108	O=C1C2C3CC(C2C(=O)N1c1cccc(Cl)c1)[C@H](O)C3O (some centres undefined)	17.5	12	-2.7
109	CC(=O)c1ccc2c(c1)OCCOCCOCCOCCOCCO2	-19.3	8	-11.7
110	N#Cc1ccc(-c2csc(-c3ccno3)n2)cc1	-3.8	10	-6.8
